Assay outcomes as filed in PubChem.
STK33 kin inh: blocks human STK33 kinase activity; Q9BYT3; ADP-Glo luminescence, MBP substrate; inhibition, % at 12.5 µM; 27,000 compounds, 0.44% hits; in the data active = inhibition above about 20%; inconclusive = no clear call, values can overlap the other calls
Target sequence (Q9BYT3 whole entry, looked up): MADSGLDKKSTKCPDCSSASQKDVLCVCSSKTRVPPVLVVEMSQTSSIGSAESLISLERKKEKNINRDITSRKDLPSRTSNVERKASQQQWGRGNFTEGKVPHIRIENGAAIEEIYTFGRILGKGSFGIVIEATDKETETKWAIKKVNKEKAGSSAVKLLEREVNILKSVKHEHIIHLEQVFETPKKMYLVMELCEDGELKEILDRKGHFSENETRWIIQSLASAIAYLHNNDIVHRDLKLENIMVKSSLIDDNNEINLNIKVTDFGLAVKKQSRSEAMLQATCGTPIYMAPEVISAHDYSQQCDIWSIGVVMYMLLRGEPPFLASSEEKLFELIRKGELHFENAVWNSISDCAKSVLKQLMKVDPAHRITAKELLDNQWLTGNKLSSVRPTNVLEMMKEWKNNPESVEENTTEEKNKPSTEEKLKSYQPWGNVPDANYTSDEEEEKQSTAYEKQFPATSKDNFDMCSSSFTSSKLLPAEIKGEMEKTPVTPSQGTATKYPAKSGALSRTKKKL
mut p53 react: restores mutant p53 pathway signaling in SW480 cells; SW480 PUMA-promoter luciferase, p53 mutant reactivation; AID 624151; 28,000 compounds, 1.5% hits; activation, % at 9.98 µM; in the data active = activation above about 52%; inconclusive = no clear call, values can overlap the other calls
Starred values were filed as active, the others as inactive; u = inconclusive; x = no result given.

Start of the data: the first eleven entries, to show the layout:
SMILES	STK33 kin inh	mut p53 react
Cc1ccc2nc(-c3ccccn3)cc(C(=O)NCc3ccccn3)c2c1	-4	3
O=C(CSc1nc2c(c(=O)n1-c1ccc(Cl)cc1)SCC2)Nc1nccs1	x	-4
OCCNc1nc(Nc2ccc(Cl)cc2)nc(N2CCCCC2)n1	0	27
C[C@H](CO)N1C[C@H](C)[C@@H](CN(C)S(=O)(=O)c2cn(C)cn2)Oc2c(NS(=O)(=O)c3ccc(Cl)cc3)cccc2C1=O	x	4
O=C(CC(=O)c1ccccc1O)c1ccccc1	-6	x
COc1ccc(S(=O)(=O)N(C)C[C@@H]2Oc3ccc(NC(=O)NC(C)C)cc3CC(=O)N([C@@H](C)CO)C[C@@H]2C)cc1	1	x
C[C@@H]1CN([C@H](C)CO)C(=O)c2cccc(NC(=O)c3cnccn3)c2O[C@H]1CN(C)C(=O)Nc1ccccc1	x	2
CC(=O)Nc1cccc(OCC(=O)N(C)c2ccccc2)c1	-2	0
Cc1noc(C)c1S(=O)(=O)N(C)C[C@@H]1Oc2ccc(NS(=O)(=O)c3cn(C)cn3)cc2CC(=O)N([C@H](C)CO)C[C@@H]1C	0	-6
CC(C)NC(=O)Nc1ccc2c(c1)C(=O)N([C@@H](C)CO)C[C@@H](C)[C@@H](CN(C)Cc1ccc(C(F)(F)F)cc1)O2	-4	x
C=CCc1ccc(O)c(-c2ccc(O)c(CC=C)c2)c1	x	18

Main list (from the top)
SMILES	STK33 kin inh	mut p53 react
Cc1ccc2nc(-c3ccccn3)cc(C(=O)NCc3ccccn3)c2c1	-4	3
O=C(CSc1nc2c(c(=O)n1-c1ccc(Cl)cc1)SCC2)Nc1nccs1	x	-4
OCCNc1nc(Nc2ccc(Cl)cc2)nc(N2CCCCC2)n1	0	27
C[C@H](CO)N1C[C@H](C)[C@@H](CN(C)S(=O)(=O)c2cn(C)cn2)Oc2c(NS(=O)(=O)c3ccc(Cl)cc3)cccc2C1=O	x	4
O=C(CC(=O)c1ccccc1O)c1ccccc1	-6	x
COc1ccc(S(=O)(=O)N(C)C[C@@H]2Oc3ccc(NC(=O)NC(C)C)cc3CC(=O)N([C@@H](C)CO)C[C@@H]2C)cc1	1	x
C[C@@H]1CN([C@H](C)CO)C(=O)c2cccc(NC(=O)c3cnccn3)c2O[C@H]1CN(C)C(=O)Nc1ccccc1	x	2
CC(=O)Nc1cccc(OCC(=O)N(C)c2ccccc2)c1	-2	0
Cc1noc(C)c1S(=O)(=O)N(C)C[C@@H]1Oc2ccc(NS(=O)(=O)c3cn(C)cn3)cc2CC(=O)N([C@H](C)CO)C[C@@H]1C	0	-6
CC(C)NC(=O)Nc1ccc2c(c1)C(=O)N([C@@H](C)CO)C[C@@H](C)[C@@H](CN(C)Cc1ccc(C(F)(F)F)cc1)O2	-4	x
C=CCc1ccc(O)c(-c2ccc(O)c(CC=C)c2)c1	x	18
C[C@@H]1CN([C@H](C)CO)C(=O)Cc2cc(NC(=O)C3CC3)ccc2O[C@H]1CN(C)S(=O)(=O)c1cccs1	-2	-1
N#Cc1c(C(F)(F)F)cc(-c2ccc(Br)cc2)nc1SCCC(=O)O	-4	-26
CN(CC(=O)Nc1ccc(C(N)=O)cc1)S(=O)(=O)c1ccc(F)cc1	-3	19
Cc1ccc(S(C)(=O)=NC(=O)NC(=O)c2c(Cl)cccc2Cl)cc1 (configuration not stated)	0	x
COc1ccc(NC(=O)N(C)C[C@H]2Oc3cc(C#CCC(C)C)ccc3S(=O)(=O)N([C@@H](C)CO)C[C@H]2C)cc1	x	-10
C=C1C(=O)O[C@H]2[C@H]1[C@@H](OC(=O)/C(C)=C\C)C[C@]1(C)O[C@@H]1[C@H]1O[C@H]1C(=C)[C@H]2O	-3	x
C=C1SC(Nc2c(CC)cccc2CC)=NC1(C)C	x	-17
C[C@@H]1CN([C@H](C)CO)C(=O)c2cc(N(C)C)ccc2O[C@H]1CN(C)C(=O)Nc1ccc(F)cc1	x	-4
COc1ccc(NC(=O)CN2C(=O)c3cccc4cccc2c34)cc1OC	2	-14
CC1(C)Cc2c(c(N3CCOCC3)nc3sc4c(NCCN5CCOCC5)ncnc4c23)CS1	-3	-14
C[C@H](CO)N1C[C@H](C)[C@H](CN(C)S(=O)(=O)c2ccsc2)OCc2ccccc2-c2c(n(C)c3ccccc23)C1=O	x	-6
Cc1ccccc1-c1cnc2c(c1)C(=O)N([C@@H](C)CO)C[C@H](C)[C@@H](CN(C)C(=O)CC1CC1)O2	x	3
CNC[C@@H]1OCCCC[C@@H](C)Oc2ccc(NS(=O)(=O)c3c(C)noc3C)cc2C(=O)N([C@H](C)CO)C[C@@H]1C	4	8
C[C@@H]1CCCCO[C@H](CN(C)C(=O)CCCN(C)C)[C@H](C)CN([C@@H](C)CO)C(=O)c2cc(N(C)C)ccc2O1	x	2

The list goes on.
SMILES	STK33 kin inh	mut p53 react
Cc1cccc(NC(=O)CN(C)S(=O)(=O)c2ccc3ccccc3c2)c1C	1	11
C[C@@H]1CN([C@@H](C)CO)C(=O)CCCn2cc(nn2)CO[C@@H]1CN(C)C(=O)Nc1ccc(F)cc1	2	x
CS(=O)(=O)Nc1ccc2oc3ncccc3c(=O)c2c1	x	26
CCCCOC(=O)c1cc2c(cn1)[nH]c1ccccc12	-4	71*
C[C@@H]1CCCCO[C@H](CN(C)Cc2ccccc2)[C@@H](C)CN([C@@H](C)CO)C(=O)c2cc(NS(C)(=O)=O)ccc2O1	x	4
O=S(=O)(NCc1ccco1)c1ccc(Oc2ccccc2)cc1	2	8
Cc1noc(C)c1S(=O)(=O)Nc1ccc2c(c1)CC(=O)N([C@@H](C)CO)C[C@H](C)[C@H](CN(C)Cc1ccc(Cl)c(Cl)c1)O2	4	x
Cc1ccc(S(=O)(=O)Nc2ccccc2-c2nc3ccccc3c(=O)o2)cc1	1	2
C[C@H]1CN([C@@H](C)CO)C(=O)Cc2cc(N(C)C)ccc2O[C@@H]1CN(C)Cc1ccncc1	-4	1
Cc1noc(C)c1NC(=O)N(C)C[C@@H]1Oc2ncc(C#Cc3ccc(F)cc3)cc2C(=O)N([C@H](C)CO)C[C@@H]1C	5	x
O=C1c2ccccc2C(=O)N1CC1CCN(Cc2ccc(OCCO)cc2)CC1	1	x
COc1cc2oc(-c3ccc(O)cc3)cc(=O)c2c(O)c1OC	60*	-17
COC(=O)c1ccc(C(=O)OC)c(NC(=O)CCC(=O)O)c1	-1	3
COc1ccc(C(=O)CSc2nc(SC)ns2)cc1OC	-2	0
COc1ccc(S(=O)(=O)N(C)C[C@@H]2Oc3c(NC(=O)c4cc(C)nn4C)cccc3C(=O)N([C@H](C)CO)C[C@H]2C)cc1	x	0
C[C@H]1CN([C@@H](C)CO)C(=O)c2cc(NS(=O)(=O)c3cccs3)ccc2O[C@H]1CN(C)Cc1ccccc1	x	3
C[C@H]1CN([C@@H](C)CO)S(=O)(=O)c2ccc(C#Cc3cccc(F)c3)cc2O[C@H]1CN(C)S(=O)(=O)c1ccccc1F	x	8
Cc1ccc(NC(=O)CSc2nnc(-c3ccncc3)n2-c2ccccc2)cc1	-1	-21
Cc1cc(CNC(=O)Nc2cccc([N+](=O)[O-])c2)nn1C	2	-1
C[C@@H]1CN([C@@H](C)CO)C(=O)Cc2cc(NC(=O)Nc3cccc4ccccc34)ccc2O[C@@H]1CN(C)C(=O)Nc1ccc2c(c1)OCO2	0	x
Cc1ccccc1NC(=O)Cn1cnc2c1c(=O)n(C)c(=O)n2C	-1	10
Cc1noc(C)c1NC(=O)Nc1ccc2c(c1)C(=O)N([C@H](C)CO)C[C@H](C)[C@H](CN(C)C(=O)Nc1cccc3ccccc13)OCCCC[C@@H](C)O2	-2	x
Cc1cc(N2CCCC2)ccc1/C=C(/C#N)c1ccc(F)cc1	x	-11
COc1ccc(CN(C)C[C@H]2Oc3c(NS(=O)(=O)c4cn(C)cn4)cccc3C(=O)N([C@@H](C)CO)C[C@H]2C)cc1	x	7
CCC(=O)Nc1ccc(S(=O)(=O)Nc2cccnc2)cc1	-5	-24

More structures
SMILES	STK33 kin inh	mut p53 react
COCCOC(=O)N1C(=O)[C@@]2(c3cc(C#CC4(O)CCCCCC4)ccc31)[C@H](C(=O)NC[C@H](O)c1ccccc1)[C@H]1C(=O)O[C@H](c3ccccc3)[C@H](c3ccccc3)N1[C@@H]2c1ccccc1OCCO	3	x
C[C@H](CO)N1C[C@H](C)[C@@H](CN(C)S(=O)(=O)c2cn(C)cn2)Oc2ccc(NC(=O)Cn3cnnn3)cc2C1=O	x	9
O=C(CCn1cnc2ccccc2c1=O)Nc1ccc(Cl)c(Cl)c1	1	23
O=S(=O)(Nc1ncccn1)c1ccc(NC(=S)Nc2ccc(F)c(Cl)c2)cc1	-2	-1
O=C(C[C@@H]1C[C@H]2c3cc(NC(=O)C4CCC4)ccc3O[C@H]2[C@H](CO)O1)NC1CCCCC1	x	-8
O=C(NCCN1CCOCC1)C(=O)NCC1COc2ccccc2O1 (configuration not stated)	2	6
CCCN1CCC2(CC1)C(C#N)=C(S)NC(=O)C2C#N (configuration not stated)	1	x
C[C@H](CO)N1C[C@H](C)[C@H](CN(C)Cc2ccc(F)cc2)Oc2ncc(C#Cc3ccccc3)cc2C1=O	x	-11
C[C@H](CO)N1C[C@H](C)[C@@H](CN(C)Cc2ccc3c(c2)OCO3)OCCCC[C@H](C)Oc2ccc(NC(=O)CCCN(C)C)cc2C1=O	x	12
Cc1noc(C)c1S(=O)(=O)Nc1ccc2c(c1)CC(=O)N([C@H](C)CO)C[C@@H](C)[C@H](CN(C)CC1CC1)O2	x	-1
C[C@@H]1CN([C@H](C)CO)C(=O)CCCn2nncc2CO[C@H]1CN(C)Cc1ccc2c(c1)OCCO2	4	x
C[C@H](CO)N1C[C@H](C)[C@H](CN(C)CC2CC2)Oc2ccc(NS(=O)(=O)c3cccs3)cc2C1=O	x	4
Cc1ccc(Cl)c(OCC(O)Cn2cnc3ccccc32)c1 (configuration not stated)	-5	u
N#C/C(=C\c1ccc(O)c(O)c1)C(N)=O	-2	17
CC(Oc1ccc(Br)cc1)c1nc(-c2ccccn2)no1 (configuration not stated)	-1	60*
COc1cc(OC)c(-c2c(OC)cc(OC)cc2OC)c(OC)c1	-1	x
CC1(C)[C@@H](OC(=O)CCC(=O)O)CC[C@]2(C)[C@H]3C(=O)C=C4[C@@H]5C[C@@](C)(C(=O)O)CC[C@]5(C)CC[C@@]4(C)[C@]3(C)CC[C@@H]12	-3	x
CC(C)[C@H](N)C(=O)N[C@@H](Cc1c[nH]c2ccccc12)C(=O)O	3	-10
C[C@@H]1CCCCO[C@@H](CN(C)S(=O)(=O)c2ccc(Cl)cc2)[C@@H](C)CN([C@H](C)CO)C(=O)c2cc(NS(=O)(=O)c3cccs3)ccc2O1	3	x
COc1c(O)c(C(=O)/C=C\c2ccccc2)c(OC)c(OC)c1OC	-9	16
CC(=O)Nc1ccc(S(=O)(=O)N(C)CC(=O)O)cc1	0	0
C[C@H](CO)N1C[C@H](C)[C@H](CN(C)C(=O)Nc2ccc(F)cc2)Oc2ncc(C#CCC3CCCC3)cc2C1=O	x	9
COc1cc2c(cc1NC(=O)CCCOc1ccccc1)oc1ccccc12	2	-1
COc1ccc(CN(C)C[C@H]2Oc3ccc(NC(=O)Nc4c(C)noc4C)cc3CC(=O)N([C@@H](C)CO)C[C@@H]2C)cc1	x	6
C[C@@H]1O[C@@H](O[C@@H]2C=C(CO)[C@H]3[C@H](O[C@@H]4O[C@H](CO)[C@@H](O)[C@H](O)[C@H]4O)OC=C[C@H]32)[C@H](O)[C@H](O)[C@H]1OC(=O)/C=C/c1ccccc1	-4	14

Later entries:
SMILES	STK33 kin inh	mut p53 react
C[C@H]1CN([C@@H](C)CO)C(=O)CCCn2cc(nn2)CO[C@H]1CN(C)Cc1cccc(C(=O)O)c1	4	x
Cc1ccc(C)c(-n2nnnc2SCC(=O)Nc2c(C)n(C)n(-c3ccccc3)c2=O)c1	-9	-8
C[C@H](CO)N1C[C@H](C)[C@@H](CN(C)S(=O)(=O)c2ccccc2)Oc2ncc(C#Cc3ccccc3F)cc2C1=O	x	-22
CCCNC(=O)N(C)C[C@@H]1Oc2ncc(C3=CCCC3)cc2C(=O)N([C@@H](C)CO)C[C@@H]1C	x	-1
CCOC(=O)c1c(NC(=O)c2cc(S(=O)(=O)N3CCOCC3)ccc2OC)sc2c1CCC2	7	-3
COCCOC(=O)N1C(=O)[C@@]2(c3cc(C#CCCO)ccc31)[C@H](C(N)=O)[C@H]1C(=O)O[C@H](c3ccccc3)[C@H](c3ccccc3)N1[C@@H]2c1ccc(OCCO)cc1	-1	x
C[C@H]1CN([C@@H](C)CO)C(=O)CCCn2cc(nn2)CO[C@H]1CN(C)CC1CCCC1	3	x
C[C@H](CO)N1C[C@H](C)[C@@H](CN(C)C(=O)C2CC2)OCc2cnnn2CCCC1=O	2	x
COc1cc2c(cc1OC)C(C)N(C(=O)c1cc3c(C)cc(C)cc3[nH]1)CC2 (configuration not stated)	x	4
C[C@H](CO)N1C[C@H](C)[C@H](CN(C)S(=O)(=O)c2cn(C)cn2)Oc2ncc(C#CC(C)(C)O)cc2C1=O	-3	x
C[C@@H]1CN([C@@H](C)CO)C(=O)c2cccc(NC(=O)c3nc4ccccc4s3)c2O[C@@H]1CN(C)CC1CC1	x	9
Cc1ccc(-n2c(C)nnc2SCC(=O)Nc2ccc(Br)cc2F)cc1	-11	8
Cn1c(SCC(=O)Nc2ccccc2C(F)(F)F)nnc1-c1ccco1	-1	10
COc1ccc(NC(=O)N(C)C[C@H]2Oc3ccc(NC(=O)Nc4ccc(C(F)(F)F)cc4)cc3CC(=O)N([C@@H](C)CO)C[C@@H]2C)cc1	1	x
COC(=O)CN(c1cc(Cl)cc(Cl)c1)S(=O)(=O)c1ccccc1	-2	-12
Cc1ccc(S(=O)(=O)Nc2cccc3c2O[C@@H](CN(C)C(=O)Nc2ccc(F)cc2)[C@H](C)CN([C@@H](C)CO)C3=O)cc1	x	-4
COc1ccc(CN(C)C[C@H]2OCCCC[C@@H](C)Oc3ccc(NC(=O)Nc4ccccc4)cc3C(=O)N([C@H](C)CO)C[C@@H]2C)cc1	1	x
CC(C)(C)c1cc(-c2cccs2)c(C#N)c(SCC(=O)Oc2ccccc2)n1	-1	x

Not all compounds are listed; the hit share may differ from the screen's.
